# BoNT-F LC inh – blocks Botulinum neurotoxin F light chain protease. 0.22% of 360,000 active. Multiplex microsphere protease cleavage assay, flow cytometry. inhibition, % at 10 µM; in the data active means inhibition above about 35%, passing the limit was not always enough; inconclusive means no clear call, values can overlap the other calls; further: plate controls were buffer without enzyme for full effect and enzyme alone for no effect
# Anthrax LF prot – inhibitors of Bacillus anthracis lethal factor protease; AID 588501; inhibition, % at 10 µM; P15917; 0.12% of 360,000 active; multiplex microsphere protease cleavage assay, LF; further: plate controls were buffer without enzyme for full effect and enzyme alone for no effect
# Target sequence (P15917 whole entry, looked up): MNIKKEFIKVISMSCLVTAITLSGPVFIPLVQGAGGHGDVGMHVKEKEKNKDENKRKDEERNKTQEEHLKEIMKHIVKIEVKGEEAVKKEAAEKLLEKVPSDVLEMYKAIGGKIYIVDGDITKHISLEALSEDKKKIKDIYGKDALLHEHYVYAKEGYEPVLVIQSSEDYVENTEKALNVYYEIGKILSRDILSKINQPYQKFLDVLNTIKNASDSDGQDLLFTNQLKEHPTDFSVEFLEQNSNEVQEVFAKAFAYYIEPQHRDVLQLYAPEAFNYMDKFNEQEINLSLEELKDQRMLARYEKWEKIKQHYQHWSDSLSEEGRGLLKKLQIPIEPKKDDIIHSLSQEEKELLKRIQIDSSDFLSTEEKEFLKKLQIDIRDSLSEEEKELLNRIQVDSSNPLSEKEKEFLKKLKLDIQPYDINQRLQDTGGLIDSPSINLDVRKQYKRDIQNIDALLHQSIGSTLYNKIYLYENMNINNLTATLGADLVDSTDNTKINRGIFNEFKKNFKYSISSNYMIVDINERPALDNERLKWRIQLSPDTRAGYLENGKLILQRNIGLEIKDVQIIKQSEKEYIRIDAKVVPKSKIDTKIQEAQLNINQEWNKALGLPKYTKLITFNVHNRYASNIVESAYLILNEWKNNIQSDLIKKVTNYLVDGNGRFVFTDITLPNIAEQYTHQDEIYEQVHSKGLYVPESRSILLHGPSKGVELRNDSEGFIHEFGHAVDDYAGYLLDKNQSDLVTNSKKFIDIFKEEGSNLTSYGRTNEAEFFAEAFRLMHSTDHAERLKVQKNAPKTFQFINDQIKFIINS
# SSB-PriA inh – inhibitors of Klebsiella pneumoniae PriA binding to SSB C-terminal tail; AlphaScreen SSBct-PriA binding, biotinylated peptide; inhibition, % at 33 µM; 0.6% of 430,000 active; in the data active means inhibition mostly above about 37%, no sharp cut-off; inactive means mostly below about 20%;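 further: plate controls were negative control peptide for no effect and reference peptide for full effect; strong numbers were not always called active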
# CCHFV vOTU inh – CCHFV vOTU protease inhibition. AID 651958. 0.55% of 370,000 active. Pep-AMC fluorescence. inhibition, % at 11.5 µM; in the data active means inhibition above about 30%; further: 0% = vehicle wells with enzyme and 100% = no enzyme wells
# DUSP3 inh – DUSP3 (human) phosphatase inhibition; recombinant VHR phosphatase, pNPP absorbance; inhibition, % at 13.3 µM; 0.52% of 290,000 active; AID 1654; in the data active means inhibition above about 50%; further: some compounds called inactive have numbers as strong as hits
# Target sequence (P51452 whole entry, looked up): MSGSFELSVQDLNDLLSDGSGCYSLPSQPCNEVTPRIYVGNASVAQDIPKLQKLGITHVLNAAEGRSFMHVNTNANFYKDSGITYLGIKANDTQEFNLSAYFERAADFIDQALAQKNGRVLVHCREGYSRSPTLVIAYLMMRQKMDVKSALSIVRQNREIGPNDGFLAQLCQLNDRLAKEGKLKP
# MazEF act – MazEF (E. coli) toxin RNase activation; FAM/BHQ RNA-DNA oligo cleavage fluorescence, 5 h; activation, % at 20 µM; 0.32% of 350,000 active; in the data active means activation above about 50%
# Target sequence (P0AE70 whole entry, looked up): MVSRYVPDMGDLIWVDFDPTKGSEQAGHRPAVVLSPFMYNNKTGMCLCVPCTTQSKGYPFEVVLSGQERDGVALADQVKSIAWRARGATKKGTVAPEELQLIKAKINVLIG
# BoNT A protease – blocks Botulinum neurotoxin A light chain protease. multiplex microsphere protease substrate cleavage, flow cytometry. inhibition, % at 10 µM. 0.17% of 360,000 active. AID 588499; further: plate controls were buffer without enzyme for full effect and enzyme alone for no effect
# SARS 3CLpro inh – SARS-CoV 3CLpro protease inhibition. recombinant SARS-CoV 3CLpro, quenched FRET peptide cleavage. P0C6X7. inhibition, % at 6 µM. 0.14% of 290,000 active; in the data active means inhibition above about 12%
# PrPC surface inh – reduces human prion protein on the cell surface. 0.43% of 370,000 active. AID 720596. P04156. inhibition, % at 13.8 µM. cell surface PrPC, TR-FRET read-out; in the data active means inhibition above about 24%; further: 0% = median of the test wells and 100% = reference compound wells
# Rv3671c protease – inhibitors of M. tuberculosis serine protease Rv3671c. 0.048% of 320,000 active. AID 2606. P9WHR9. inhibition, % at 5.96 µM; in the data active means inhibition above about 38%;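 further: extracellular domain of Rv3671c used as enzyme; 0% = enzyme with DMSO and 100% = no enzyme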
# Active calls of the source: *; i = inactive; ? = inconclusive; . = no result given. Unless noted, no stated cut-off is given here; in the data, active means inhibition above about 30%; inconclusive means no clear call, values can overlap the other calls; inactive means below that. The list is partial; rates above refer to the full screens.
# Values in the order – BoNT-F LC inh	Anthrax LF prot	SSB-PriA inh	CCHFV vOTU inh	DUSP3 inh	MazEF act	BoNT A protease	SARS 3CLpro inh	PrPC surface inh	Rv3671c protease
> CCCNC(=O)COC(=O)c1cc(-c2ccc(OC)cc2)nc2ccccc12
  -7	-1	-6	-17	7	11	0.4	2	-6	-19
> CC1CCN(C(=O)c2cc(Cl)ccc2NC(=O)c2ccco2)CC1
  -20	8	-5	0	17	5	-2.3	3	-2	5
> CC(C)n1c(=S)[nH]c2c1c(=O)[nH]c(=O)n2C
  2	-1	-2	5	24	7	0.2	-6	0	-1
> C=C(C)Cn1c2ccc(NC(=O)NCCc3cccs3)cc2c(=O)n1C
  -3	-3	.	-218	.	.	-0.4	.	-4	.
> COc1cccc(NC(=O)CC(C)=O)c1
  -4	-3	16	-22	-7	2	-1.6	2	-6	1
> CN(C(=O)CSc1nc2cc(Cl)ccc2c(=O)n1Cc1ccco1)C1CCS(=O)(=O)C1 (centres undefined)
  -3	5	1	1	27	0	-0.9	-4	7	1
> COC(=O)CCN1CCC(c2cc(-c3cccc(C(F)(F)F)c3)n[nH]2)CC1
  -47	5	1	2	-3	-1	-2.8	1	2	3
> COc1ccc(NC(=O)CN(C)CC(=O)Nc2cccc3ccccc23)c(OC)c1
  0	0	-3	15	.	-1	-0.1	.	-4	.
> Cc1cc(C)cc(N(CC(=O)N2CCn3c2nc2ccccc23)S(=O)(=O)c2c(C)noc2C)c1
  11	-4	-17	-5	29	8	0.2	-1	5	4
> CCc1nnc(NC(=O)Cn2nc(-c3ccc(OC)c(OC)c3)ccc2=O)s1
  3	0	-12	2	24	1	0.6	-1	-2	-10
> Cc1cc(NC(=S)Nc2ccc(C)c(Cl)c2)n[nH]1
  -6	-3	-10	-7	21	7	-0.2	7	11	7
> CC(=O)COC(=O)c1cc(-c2ccc(C)cc2)nc2ccccc12
  -1	1	-6	-11	34	4	0.4	1	-7	-4
> Cc1ccc(-n2nc3c(c2NC(=O)CCC2CCCCC2)CS(=O)C3)cc1 (centres undefined)
  -4	-5	-13	8	0	0	0.0	-2	-6	9
> Fc1ccccc1Nc1n[nH]c(=S)s1
  -5	-12	-7	-5	24	3	-0.6	2	1	6
> CCc1cc2c(SCC#N)ncnc2s1
  -6	-3	-20	-7	33	2	0.5	-1	12	3

# In another format: two of the compounds above.
COc1cccc(NC(=O)CC(C)=O)c1
  BoNT-F LC inh: -4 | Anthrax LF prot: -3 | SSB-PriA inh: 16 | CCHFV vOTU inh: -22 | DUSP3 inh: -7 | MazEF act: 2 | BoNT A protease: -1.6 | SARS 3CLpro inh: 2 | PrPC surface inh: -6 | Rv3671c protease: 1
CN(C(=O)CSc1nc2cc(Cl)ccc2c(=O)n1Cc1ccco1)C1CCS(=O)(=O)C1 (centres undefined)
  BoNT-F LC inh: -3 | Anthrax LF prot: 5 | SSB-PriA inh: 1 | CCHFV vOTU inh: 1 | DUSP3 inh: 27 | MazEF act: 0 | BoNT A protease: -0.9 | SARS 3CLpro inh: -4 | PrPC surface inh: 7 | Rv3671c protease: 1

# Going on with the list.
# Values in the order – BoNT-F LC inh	Anthrax LF prot	SSB-PriA inh	CCHFV vOTU inh	DUSP3 inh	MazEF act	BoNT A protease	SARS 3CLpro inh	PrPC surface inh	Rv3671c protease
> CSc1ccc(Cl)c(C(=O)OCC(=O)N2CCN(c3ccccc3)CC2)c1
  .	.	-6	-1	.	1	.	.	-1	.
> Cc1ccn2c(NC(=O)c3ccco3)c(-c3ccccc3)nc2c1
  -6	1	-10	-13	32	1	-0.4	-7	-1	2
> Cc1cc(N/N=C/c2ccc(N(C)C)cc2)nc(NCc2ccccc2)n1
  .	.	i	-14	-6	13	.	0	-5	7
> CN(C)c1nnnn1-c1cccc(Oc2ncc(C(F)(F)F)cc2Cl)c1
  -3	-5	-9	8	-6	-4	0.7	0	3	-1
> CCc1ccc(S(=O)(=O)NCc2csc(C)n2)cc1
  -5	-6	-12	-8	-20	2	1.7	-2	6	.
> CC(=O)c1c(C)[nH]c(C(=O)NCc2cccs2)c1C
  -3	-2	-7	12	13	-3	0.9	-1	2	0
> O=C(NC1CCCC1)C(NS(=O)(=O)c1cccc2nsnc12)c1ccccc1 (centres undefined)
  4	-1	-17	-2	-2	-5	1.3	-3	-23	-10
> COc1cc(C(=O)OCC(=O)Nc2c(F)c(F)c(F)c(F)c2F)cc(OC)c1OC
  0	-5	-15	4	17	-5	0.2	-3	-1	-7
> COc1cc(Cn2c3ccc(NC(=O)CC(C)c4ccccc4)cc3c(=O)n2C)ccc1F (centres undefined)
  -2	-6	.	-83	.	.	0.1	.	14	.
> Cc1cc(Cl)c(S(N)(=O)=O)cc1OCC(N)=O
  .	.	-7	2	-8	6	.	4	13	-5
> COc1cccc(CNC(=O)CN2C(=O)NC(c3ccccc3)(c3ccccc3)C2=O)c1
  .	.	-5	9	.	2	.	.	-2	.
> O=C(Nc1ccccc1N1CCCCC1)c1ccc([N+](=O)[O-])o1
  .	.	5	6	.	-5	.	.	-5	.
> Cc1onc(-c2c(F)cccc2Cl)c1C(=O)NCCc1ccc(S(N)(=O)=O)cc1
  1	-1	-5	.	0	5	0.4	2	.	-2
> O=C(c1ccccc1)N1CCN(C(=O)C23CC4CC(CC(C4)C2)C3)CC1
  -7	-3	0	6	-24	-3	0.1	-1	-5	5
> CCOC(=O)c1sc(=NC(=O)/C=C/c2cccs2)n(C)c1C
  -4	-5	1	10	9	10	0.4	-5	4	-2
> c1ccc(Cn2nnnc2CN2CCOCC2)cc1
  5	0	-9	2	11	9	0.3	-4	-5	-15
> CCCOc1ccc(C(=O)NNC(=S)NC(=O)c2cccs2)cc1
  -3	2	2	22	34	5	-0.2	9	5	-1
> COc1ccc([C@H]2CC(=O)C=C(c3cccc(C#N)c3)C2)cc1
  -2	-5	2	-1	.	7	0.3	.	2	-4
> N#Cc1ccccc1S(=O)(=O)N1CCN(Cc2cccs2)CC1
  -6	-3	.	3	.	9	-0.7	.	2	.
> FC(F)(F)c1ccc(Cl)c(NC2=NCCCCC2)c1
  -20	1	-11	-18	12	-17	-1.4	0	0	-6
> Cc1ccc(S(=O)(=O)N(C)C2(C)CCS(=O)(=O)C2)cc1 (centres undefined)
  -2	0	-5	5	-25	-3	-1.8	-1	7	-1
> COc1ccc(N2Cc3cccc(C(=O)N4CCOCC4)c3C2=O)cc1
  3	0	-10	3	-12	-2	0.5	-3	2	-7
> Cc1c(Br)c(C(F)(F)F)nn1CC(=O)NCCN1CCOCC1
  3	-2	-8	-16	-2	-3	0.9	-3	-3	4
> CC1(C)CC(=O)C=C(c2ccc(COC(=O)c3ccc(-c4ccccc4)cc3)cc2)C1=O
  -2	-4	.	3	.	0	0.9	.	2	.
> COCCNC(=O)CN(c1cc(C(F)(F)F)ccc1Cl)S(C)(=O)=O
  0	1	0	-7	22	7	0.8	-5	-7	-1
> Cc1ccc(Sc2ncccc2[N+](=O)[O-])cc1
  -16	15	36	0	22	1	-5.4	6	-27	1
> O=C1N/C(=C/c2ccc(N3CCOCC3)cc2)C(=O)N1Cc1ccc(F)cc1
  -7	-5	-1	-7	3	0	-3.4	-2	1	6
> Cn1c2c(c(=O)n(C)c1=O)CN(CC1CCCO1)CN2 (centres undefined)
  10	-9	-3	-11	36	10	0.3	1	-7	-4
> COc1cc(NC(=O)c2ccc([N+](=O)[O-])cc2)ccc1NC(=O)C(C)C
  2	1	-16	-7	8	3	-0.5	0	-7	3
> [O-]C1=N/[N+](=C/c2ccc(Cl)c(Cl)c2)CC1
  9	-5	-16	-4	6	-2	0.0	2	5	9
> Cc1ccc(C(CC(=O)N2CCNCC2)c2ccccc2)c(O)c1C (centres undefined)
  -15	0	-8	6	-10	6	0.4	-2	-4	-7
> COc1ccccc1C(=O)COC(=O)C1CCN(S(=O)(=O)c2ccc(C)c(C)c2)CC1
  12	-3	-1	5	.	-6	0.7	.	-7	2
> COc1ccccc1-c1ccc(SCc2ccccc2F)nn1
  4	-3	-9	-1	22	0	3.7	9	-4	4
> Cc1cccc(NC(=O)CSc2nnc(C)c(=O)n2N)c1
  1	-3	0	2	8	10	0.2	1	4	2
> Clc1ccc(-c2csc(N3CCC(c4ccccc4)C3)n2)cc1 (centres undefined)
  -22	-6	2	2	28	1	-0.7	0	4	5
> O=C(O)c1cccnc1SCc1ccccc1Cl
  -7	-1	7	7	2	1	-0.8	2	-4	9
> Cc1cccc(CCN(C(=O)Cc2cccs2)C(C(=O)NC2CCCCC2)c2cccnc2)c1 (centres undefined)
  2	0	-9	-3	17	-5	1.1	4	-3	0
> CCN(c1ccccc1)S(=O)(=O)c1cccc(C(=O)Nc2ccc(C)cn2)c1
  5	-2	-9	0	20	2	0.4	1	1	0
> CN(Cc1c(F)cccc1Cl)C(=O)c1cccc(S(=O)(=O)N2CCN(Cc3ccccc3)CC2)c1
  0	-2	-5	7	.	0	-0.6	.	9	.
> CSC1=N/C(=C\c2ccccc2C)C(=O)S1
  -6	-2	-6	-7	8	-21	-1.6	3	0	-2
> Cn1c(=O)c(-c2cccc(Cl)c2)c(O)c2ccccc21
  ?	-8	1	-13	.	-2	-4.4	.	9	-6
> CCCCn1nnnc1C1(C)CCC(=O)N1Cc1ccco1 (centres undefined)
  2	-2	.	11	.	.	0.2	.	-6	.
> CC(C)(C)c1ccc(C(=O)NNC(=O)C2CCCCC2)cc1
  1	1	-14	16	1	1	0.0	6	-4	0
> Cc1nc2nc(SCc3ccc([N+](=O)[O-])cc3)[nH]c2cc1Br
  ?	9	-3	11	29	6	-2.1	1	9	5
> CCOC(=O)c1[nH]c(C)c(C)c1C
  1	5	-14	-10	24	-9	-0.5	-4	1	-2
> COc1cc(C(=O)NCc2ncccc2C)ccc1OC1CCN(C(C)=O)CC1
  -5	-4	-15	7	-29	0	-3.3	-2	2	0
> CSc1ncccc1C(=O)NCc1ccccc1Cl
  -41	5	9	4	-11	5	-6.4	1	-5	-4
> CCN(CCCNC(=O)Cn1ncc2c(=O)oc3ccccc3c21)c1cccc(C)c1
  -10	-1	2	2	-16	2	-0.6	2	3	4
> Cc1ccc2nsnc2c1NC(=O)c1cncc(Br)c1
  -2	-1	-26	20	2	-1	0.3	2	-21	-3
> COc1cccc(C(=O)Nc2ccccc2N2CCOCC2)c1
  -5	-8	-15	3	29	5	-0.8	-3	-6	3
> CCCc1c(C(=O)N/N=C/c2ccc(C)o2)nnn1-c1nonc1N
  3	-4	.	24	.	1	-0.1	.	-10	.
> CCCCN(C(=O)CCCc1nc2ccccc2s1)c1c(N)n(CC(C)C)c(=O)[nH]c1=O
  -8	-5	-2	-3	.	3	0.0	.	2	3
> O=C(NCCOC12CC3CC(CC(C3)C1)C2)c1cccc(Br)c1
  -6	-1	-14	12	23	1	0.2	4	2	-3
> COC(=O)c1cc(NC(=O)C2CCCN(S(=O)(=O)c3c(C)n[nH]c3C)C2)cc(C(=O)OC)c1 (centres undefined)
  .	.	.	-2	8	.	.	3	6	3
> COc1cccc(C(=O)N=c2sc3c(C)ccc(OC)c3n2C)c1
  -16	1	-2	-5	7	17	-0.7	.	-2	3
> CCc1ccc2c(c1)[C@H]1OCC[C@H]1[C@@H](c1cccs1)N2
  -1	-1	6	-7	12	6	-0.9	2	15	7
> Cc1ccc(N2C(=O)N(CC(=O)NCc3ccc(Cl)cc3)C(=O)C2C)cc1 (centres undefined)
  -27	0	-14	12	38	-1	-1.1	1	1	-3
> CCCc1nc2c(nnn2Cc2ccccc2)c(=O)[nH]1
  -8	2	-5	.	-2	0	-0.7	-2	.	-3
> CC1CCCCC1NC(=O)c1ccc2c(c1)OCCO2 (centres undefined)
  -13	-2	-12	-2	.	-5	-1.5	.	6	-10
> CC1(C)Cc2c(c(=S)nc(-c3ccccc3)n2Cc2cccnc2)CO1
  26	11	-16	20	16	1	1.9	-2	7	9
> Cc1noc2ncnc(N3CCN(c4ccc(F)cc4)CC3)c12
  -3	3	0	5	9	9	0.0	1	7	-5
> CN(Cc1ccccc1)C(=O)COC(=O)c1ccc(Br)c(S(=O)(=O)N2CCOCC2)c1
  -3	-12	-2	15	.	-1	-0.4	.	0	-7
